Source: PubChem (The Scripps Research Institute Molecular Screening Center)
TAAR1 antagonist: antagonists of human TAAR1; 1.5% of 360,000 active; CHO RD-HGA16 TAAR1, Fluo-8 calcium fluorescence, antagonist; Q96RJ0; inhibition, % at 3 µM;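 active means inhibition above a per-plate cutoff, the mean inhibition of test compounds on that plate plus 3 SD, cut at about 49% in these data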;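 further: 0% = DMSO plus EC80 beta-PEA response and 100% = DMSO alone without agonist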
Target sequence (Q96RJ0 whole entry, looked up): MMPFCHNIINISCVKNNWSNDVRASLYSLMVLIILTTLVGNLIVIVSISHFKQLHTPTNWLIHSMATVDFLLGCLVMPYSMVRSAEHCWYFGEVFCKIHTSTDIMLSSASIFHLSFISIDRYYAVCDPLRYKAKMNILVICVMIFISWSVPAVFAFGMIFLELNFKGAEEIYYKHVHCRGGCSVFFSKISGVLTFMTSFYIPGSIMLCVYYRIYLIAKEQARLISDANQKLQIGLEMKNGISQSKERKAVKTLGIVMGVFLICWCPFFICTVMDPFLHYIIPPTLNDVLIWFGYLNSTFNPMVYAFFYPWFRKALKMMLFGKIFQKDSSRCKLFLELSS
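test system = CHO RD-HGA16 cells bearing hTAAR1 | replication = singlicate | controls = DMSO-only wells and EC80 β-PEA-stimulated wells | reagent = EC80 β-phenethylamine stimulus | read-out basis = percent inhibition of PEA-evoked calcium signal, max/basal emission ratio | schedule = seeding 17-24 h prior, 75-min 37 °C, 30-min RT dye loading | signal = kinetic Fluo-8 calcium fluorescence measurement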
CHO-K1 Ca antag: M1 antagonist counterscreen hit in parental CHO-K1 cells; ATP-induced calcium, Fluo-8 fluorescence; inhibition, % at 3 µM; 0.6% of 360,000 active; AID 602250;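 active means inhibition above a per-plate cutoff, the plate's mean sample inhibition plus 3 SD, cut at about 24% in these data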;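 further: 0% = DMSO plus EC80 ATP and 100% = DMSO alone without ATP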
CHO-K1 Ca PAM: nonselective activator or artifact in parental CHO-K1 calcium assay; 0.02% of 360,000 active; activation, % at 3 µM; AID 602247; ATP EC20, Fluo-8 calcium fluorescence; 0% at ATP EC20, 100% at ATP max;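 active means activation above the run cutoff, the mean activation of all test compounds plus 3 SD, cut at about 40% in these data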;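 further: peak over basal fluorescence ratio in a 140 s read after ATP addition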
CHO parental Ca: counter-screen for OX1R antagonists: effect in parental CHO cells | parental CHO-K1, ATP-induced calcium, Fluo-8 fluorescence | inhibition, % at 5.6 µM | 0.63% of 330,000 active | AID 463079;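 active means inhibition above that plate's mean sample inhibition plus 3 SD, cut at about 26% in these data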;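 further: 0% = ATP-challenged DMSO wells and 100% = DMSO wells without ATP; some compounds past the cut are filed as inactive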
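Material: Parental CHO cells | Reagent: ATP | Compound dosing: Single nominal dose of 5.6 µM per compound | Detection: Intracellular calcium via Fluo-8 no-wash fluorescent dye | Read-out: % inhibition of ATP-induced calcium mobilization | Benchmarks: Low control ATP plus DMSO, high control DMSO only | Replicates: Singlicate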
M1 antag: blocks human M1 muscarinic receptor; inhibition, % at 3 µM; P11229; 1.3% of 360,000 active; CHO-K1 hM1, Fluo-8 calcium fluorescence, ACh EC80 antagonist; AID 588852;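 active means percent inhibition above its own plate's cutoff, namely the mean of that plate's compound wells plus 3 SD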;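 further: peak over basal fluorescence ratio during 140 s after agonist addition; 0% = ACh EC80 plus DMSO and 100% = DMSO alone without agonist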
Target sequence (P11229 whole entry, looked up): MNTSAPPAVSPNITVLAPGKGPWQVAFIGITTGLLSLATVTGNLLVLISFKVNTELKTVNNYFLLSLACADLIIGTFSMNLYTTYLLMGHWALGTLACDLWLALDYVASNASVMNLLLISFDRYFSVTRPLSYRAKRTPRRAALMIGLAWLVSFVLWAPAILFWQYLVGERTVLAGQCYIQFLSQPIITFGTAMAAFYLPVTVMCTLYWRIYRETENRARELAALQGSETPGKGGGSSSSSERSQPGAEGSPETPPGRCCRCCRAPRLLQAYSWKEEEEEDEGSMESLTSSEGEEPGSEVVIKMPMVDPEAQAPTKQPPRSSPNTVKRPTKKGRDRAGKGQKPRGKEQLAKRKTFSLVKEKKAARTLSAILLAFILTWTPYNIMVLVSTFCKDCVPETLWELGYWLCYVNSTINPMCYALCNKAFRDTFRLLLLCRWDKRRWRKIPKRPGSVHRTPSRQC
TAAR1 ag: human TAAR1 agonism; Q96RJ0; CHO RD-HGA16 TAAR1, Fluo-8 calcium fluorescence; vehicle wells 0%, saturating PEA agonist 100%; activation, % at 3 µM; 0.99% of 360,000 active;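 active means activation above the mean activation of all test compounds in the run plus 3 SD, cut at about 38% in these data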
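System: CHO-derived RD-HGA16 cells with stable Gα16 and human TAAR1. Times: 17-24 h plating, Fluo-8 75 min 37 °C, 30 min RT. Measured by: calcium-sensitive Fluo-8 signal, excitation 470-495, emission 515-575 nm. Read-out basis: % activation relative to PEA EC100 response. Control set: DMSO and PEA EC100. Repeats: no replicates (n 1).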
CHRM1 PAM: human CHRM1 positive allosteric modulation. AID 588819. P11229. CHO-K1 hM1, Fluo-8 calcium fluorescence, ACh EC20; 0% = ACh EC20, 100% = maximal ACh. activation, % at 3 µM. 0.088% of 360,000 active; in the data active means activation above about 19%, passing the limit was not always enough
M1 ag: activates human CHRM1 receptor; CHO-K1 hM1, Fluo-8 calcium fluorescence, agonist mode; 0% DMSO, 100% acetylcholine EC100; 0.33% of 360,000 active; P11229; activation, % at 3 µM;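 active means activation above the run's mean compound activation plus 3 SD, cut at about 16% in these data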;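 further: peak over basal fluorescence ratio within a 140 s kinetic read after compound addition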
CHO-K1 Ca ag: M1 agonist counterscreen hit in parental CHO-K1 cells; activation, % at 3 µM; 0.48% of 360,000 active; Fluo-8 calcium fluorescence; scaled to maximal ATP response, vehicle zero; in the data active means activation above about 15%;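 further: untransfected CHO-K1 host cells lacking M1 receptor as counterscreen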
An asterisk follows results filed as active.

`Cc1nc2c(-c3ccccc3)c(C)nn2c(C)c1CCC(=O)NC(C)CCc1ccco1` (stereo unspecified) gave TAAR1 antagonist -45.7, CHO-K1 Ca antag -4.0, CHO-K1 Ca PAM -8.9, CHO parental Ca -16.7, M1 antag -9.0, TAAR1 ag -3.1, CHRM1 PAM 11.6, M1 ag -0.9 and CHO-K1 Ca ag -0.6.
For Cc1ccc(Cn2c(CN3CC(C)OC(C)C3)nc3c2c(=O)[nH]c(=O)n3C)cc1 (stereo unspecified) the results were TAAR1 antagonist 3.8, CHO-K1 Ca antag -6.5, CHO-K1 Ca PAM 17.2, CHO parental Ca -12.8, M1 antag -8.1, TAAR1 ag 13.2, CHRM1 PAM 2.5, M1 ag 2.1 and CHO-K1 Ca ag 0.8.
CCc1ccc(-n2c(=S)sc3c(=O)n(-c4ccccc4C)c(SCC(=O)O)nc32)cc1 was read as TAAR1 antagonist -19.1, CHO-K1 Ca antag -4.5, CHO-K1 Ca PAM 4.1, CHO parental Ca 1.9, M1 antag -13.0, TAAR1 ag 1.9, CHRM1 PAM 19.6, M1 ag -2.1 and CHO-K1 Ca ag -0.6.
N#CC1(NC(=O)COC(=O)/C=C/c2ccc3ccccc3n2)CCCCC1 was read as TAAR1 antagonist -2.8, CHO-K1 Ca antag -10.3, CHO-K1 Ca PAM 10.7, CHO parental Ca -12.0, M1 antag -5.0, TAAR1 ag -0.9, CHRM1 PAM 5.7, M1 ag -1.2 and CHO-K1 Ca ag 2.6.
For COc1ccc(CC(C)CC(=O)Nc2ccc(OC)cc2)cc1 (stereo unspecified) the results were TAAR1 antagonist -0.3, CHO-K1 Ca antag -0.6, CHO-K1 Ca PAM -4.0, CHO parental Ca -8.9, M1 antag -12.2, TAAR1 ag -2.5, CHRM1 PAM 19.5, M1 ag -1.5 and CHO-K1 Ca ag 0.1.
For Cc1cc(CN(C)C)c(O)c(C2(C)CCCCC2)c1 the results were TAAR1 antagonist -18.5, CHO-K1 Ca antag 0.6, CHO-K1 Ca PAM 7.3, CHO parental Ca -3.7, M1 antag 0.0, TAAR1 ag 5.7, CHRM1 PAM 2.4, M1 ag -2.7 and CHO-K1 Ca ag 0.1.
For O=c1c2c(-c3ccccc3)csc2nc2c3ccccc3c(NCCN3CCOCC3)nn12 the results were TAAR1 antagonist 9.4, CHO-K1 Ca antag -12.5, CHO-K1 Ca PAM 15.8, M1 antag 91.8*, TAAR1 ag 3.7, CHRM1 PAM -25.6, M1 ag -7.4 and CHO-K1 Ca ag 1.9.
CCc1nnc(NS(=O)(=O)c2ccc(NC(=S)NC(=O)c3cccnc3)cc2)s1 was read as TAAR1 antagonist -2.3, CHO-K1 Ca antag -11.5, CHO-K1 Ca PAM 25.9, CHO parental Ca -14.9, M1 antag -5.3, TAAR1 ag 2.4, CHRM1 PAM 3.0, M1 ag -7.3 and CHO-K1 Ca ag 0.7.
For Cn1cc(CC(=O)NCc2ccc(F)cc2)c2ccccc21 the results were TAAR1 antagonist 2.1, CHO-K1 Ca antag -7.7, CHO-K1 Ca PAM 7.6, CHO parental Ca -15.6, M1 antag -13.7, TAAR1 ag 2.6, CHRM1 PAM 7.8, M1 ag -11.9 and CHO-K1 Ca ag 1.1.
Screening COc1ccc(CN(C)C(=O)c2ccc(NC(=O)CC3SC(N4CCCCC4)=NC3=O)cc2)c(OC)c1 (stereo unspecified) returned TAAR1 antagonist 1.7, CHO-K1 Ca antag 4.2, CHO-K1 Ca PAM -9.5, M1 antag 5.5, TAAR1 ag 2.5, CHRM1 PAM 2.6, M1 ag -2.4 and CHO-K1 Ca ag -0.3.
CCc1nc(Nc2ccc(OC)c(OC)c2)c2nnn(Cc3ccccc3Cl)c2n1 was read as TAAR1 antagonist 20.4, CHO-K1 Ca antag -11.8, CHO-K1 Ca PAM 13.8, CHO parental Ca 30.3*, M1 antag -4.2, TAAR1 ag 3.8, CHRM1 PAM 6.4, M1 ag -0.6 and CHO-K1 Ca ag 1.0.
CN(C)C(CNS(=O)(=O)c1ccc(Cl)cc1F)c1ccco1 (stereo unspecified) was read as TAAR1 antagonist 6.1, CHO-K1 Ca antag -21.1, CHO-K1 Ca PAM 11.3, CHO parental Ca -15.3, M1 antag 0.8, TAAR1 ag -0.2, CHRM1 PAM 0.5, M1 ag -7.5 and CHO-K1 Ca ag 1.3.
For Cc1cccc(C(=O)N/C(=C/c2ccco2)C(=O)N2CCCCCC2)c1 the results were TAAR1 antagonist 9.9, CHO-K1 Ca antag 2.2, CHO-K1 Ca PAM 0.7, CHO parental Ca -13.1, M1 antag 6.8, TAAR1 ag 1.3, CHRM1 PAM 4.5, M1 ag -0.8 and CHO-K1 Ca ag -0.1.
`CCCCNC(=O)C1(C)CCCCN1C(=O)c1ccc(C)c(F)c1` (stereo unspecified) gave TAAR1 antagonist -14.3, CHO-K1 Ca antag -12.8, CHO-K1 Ca PAM 19.4, M1 antag -16.4, TAAR1 ag 1.3, CHRM1 PAM 8.8, M1 ag -1.9 and CHO-K1 Ca ag 0.5.
O=C(CSc1nnc(-c2ccncc2)n1C1CCCCC1)Nc1ccccc1 was read as TAAR1 antagonist -13.3, CHO-K1 Ca antag -3.6, CHO-K1 Ca PAM 21.5, CHO parental Ca -10.1, M1 antag -10.9, TAAR1 ag 5.5, CHRM1 PAM 7.3, M1 ag -5.3 and CHO-K1 Ca ag 0.5.
Screening Cc1ccccc1/C=N/Nc1nc2ccccc2[nH]1 returned TAAR1 antagonist 1.6, CHO-K1 Ca antag 1.6, CHO-K1 Ca PAM 10.9, CHO parental Ca -32.1, M1 antag -8.6, TAAR1 ag 7.5, CHRM1 PAM 10.5, M1 ag -7.2 and CHO-K1 Ca ag 2.1.
Screening O=C(OCc1cc(=O)n2ccsc2n1)C1(c2ccc(Cl)cc2)CC1 returned TAAR1 antagonist -0.7, CHO-K1 Ca antag 10.6, CHO-K1 Ca PAM -10.7, CHO parental Ca -18.9, M1 antag -4.2, TAAR1 ag 3.8, CHRM1 PAM 5.0, M1 ag -5.8 and CHO-K1 Ca ag 0.7.
For CSCC[C@H](NC(=O)c1cccnc1)c1nnc2ccccn12 the results were TAAR1 antagonist -0.2, CHO-K1 Ca antag -5.1, CHO-K1 Ca PAM -3.7, CHO parental Ca -7.4, M1 antag 2.4, TAAR1 ag 15.6, CHRM1 PAM -0.2, M1 ag -1.3 and CHO-K1 Ca ag 0.1.
`CSC1=NCCN1C(=O)Cc1cccc2ccccc12` gave TAAR1 antagonist -34.4, CHO-K1 Ca antag -0.8, CHO-K1 Ca PAM -1.4, CHO parental Ca -13.0, M1 antag -8.0, TAAR1 ag 4.3, CHRM1 PAM 7.4, M1 ag -1.7 and CHO-K1 Ca ag 0.3.
CCCN1C(=O)/C(=C/c2ccccc2OCc2ccc(C(=O)O)cc2)NC1=S was read as TAAR1 antagonist 0.1, CHO-K1 Ca antag -2.5, CHO-K1 Ca PAM 9.8, CHO parental Ca -8.3, M1 antag -6.9, TAAR1 ag 3.4, CHRM1 PAM 7.9, M1 ag 0.1 and CHO-K1 Ca ag 1.0.
Screening CC(C)CC[n+]1ccn(-c2nc3ccccc3nc2[N-]S(=O)(=O)c2ccccc2)c1 returned TAAR1 antagonist 4.4, CHO-K1 Ca antag -2.3, CHO-K1 Ca PAM 21.4, CHO parental Ca -17.2, M1 antag 1.1, TAAR1 ag -0.1, CHRM1 PAM 1.8, M1 ag 3.2 and CHO-K1 Ca ag 0.3.
Screening COc1ccc(NC(=O)c2c(C)nn(Cc3ccccc3)c2C)cc1S(=O)(=O)N(C)C returned TAAR1 antagonist 10.7, CHO-K1 Ca antag -2.2, CHO-K1 Ca PAM -22.9, CHO parental Ca 3.0, M1 antag 1.9, TAAR1 ag -0.3, CHRM1 PAM -9.0, M1 ag -9.1 and CHO-K1 Ca ag 2.2.
For CS(=O)(=O)c1ccc(Cl)c(NC(=O)CSc2nnc3n2CCCCC3)c1 the results were TAAR1 antagonist -17.2, CHO-K1 Ca antag -1.2, CHO-K1 Ca PAM 14.8, M1 antag -1.6, TAAR1 ag 0.4, CHRM1 PAM 1.6, M1 ag -5.4 and CHO-K1 Ca ag 0.5.
For COC(=O)C[C@H]1C[C@H]2c3cc(NC(=O)Nc4ccc(C(F)(F)F)cc4)ccc3O[C@H]2[C@@H](CO)O1 the results were TAAR1 antagonist 37.6, CHO-K1 Ca antag 5.7, CHO-K1 Ca PAM 5.6, M1 antag 7.4, TAAR1 ag 7.4, CHRM1 PAM -10.2, M1 ag 5.0 and CHO-K1 Ca ag 2.4.
Screening O=C(c1cnn(-c2nc3ccccc3s2)c1)c1ccccc1O returned TAAR1 antagonist 33.6, CHO-K1 Ca antag -7.0, CHO-K1 Ca PAM 10.2, CHO parental Ca 0.9, M1 antag -17.0, TAAR1 ag 8.9, CHRM1 PAM 1.3, M1 ag -2.2 and CHO-K1 Ca ag -0.2.
For CC1=C(C(=O)N2CCCC(N3CCN(c4ccccc4C)CC3)C2)OCCO1 (stereo unspecified) the results were TAAR1 antagonist -28.0, CHO-K1 Ca antag -15.2, CHO-K1 Ca PAM 10.8, CHO parental Ca -29.2, M1 antag -4.5, TAAR1 ag 2.8, CHRM1 PAM 2.1, M1 ag -2.7 and CHO-K1 Ca ag 2.5.
Screening Cc1ccc(NC(=O)CCC(=O)N/N=C/c2ccco2)c(C)c1 returned TAAR1 antagonist 4.9, CHO-K1 Ca antag -3.8, CHO-K1 Ca PAM 14.4, CHO parental Ca 15.1, M1 antag -4.7, TAAR1 ag 1.1, CHRM1 PAM 0.6, M1 ag -2.9 and CHO-K1 Ca ag 4.4.
For O=c1nc(SCc2cccc(C(F)(F)F)c2)nc2ccccn12 the results were TAAR1 antagonist -10.2, CHO-K1 Ca antag -18.1, CHO-K1 Ca PAM 17.2, CHO parental Ca -16.5, M1 antag -23.9, TAAR1 ag 3.9, CHRM1 PAM 0.9, M1 ag -0.7 and CHO-K1 Ca ag 4.5.
For CC(C)CC1Nc2ccc(C(=O)NCc3ccc4c(c3)OCO4)cc2NC1=O (stereo unspecified) the results were CHO-K1 Ca antag -10.3, CHO-K1 Ca PAM 17.0, CHO parental Ca -5.1, M1 antag -6.0, CHRM1 PAM 4.9, M1 ag -2.8 and CHO-K1 Ca ag 4.3.

Quoted at random: two records from the list, in no set order.
Screening Cc1ccc(NC(=O)CCC(=O)N/N=C/c2ccco2)c(C)c1 returned TAAR1 antagonist 4.9, CHO-K1 Ca antag -3.8, CHO-K1 Ca PAM 14.4, CHO parental Ca 15.1, M1 antag -4.7, TAAR1 ag 1.1, CHRM1 PAM 0.6, M1 ag -2.9 and CHO-K1 Ca ag 4.4.
For CC1=C(C(=O)N2CCCC(N3CCN(c4ccccc4C)CC3)C2)OCCO1 (stereo unspecified) the results were TAAR1 antagonist -28.0, CHO-K1 Ca antag -15.2, CHO-K1 Ca PAM 10.8, CHO parental Ca -29.2, M1 antag -4.5, TAAR1 ag 2.8, CHRM1 PAM 2.1, M1 ag -2.7 and CHO-K1 Ca ag 2.5.
